Screening results (PubChem BioAssay)
Cycloheximide cs – affects cycloheximide protein synthesis inhibition readout, counter-screen | cell reporter, cycloheximide protein synthesis inhibition counterscreen | max response, % | 300,000 tested, 12% active | AID 2314; in the data active means max response mostly above about 13%, no sharp cut-off; inactive means mostly below about 14%; further: read at 38.3 µM for the half of the compounds with a filed dose; 0% is about no effect
HCV inhibitor – inhibitors of hepatitis C virus infection | 340,000 tested, 3.4% active | Potency, µM (highest dose often 41.8 µM), for inactives: at the top dose activity change, negative = inhibition, usual class: inhibitors | Huh7.5.1 HCVcc-Cre infection, luciferase reporter, 44 h; further: potency means the concentration at half of the fitted maximal effect; on the % scale 0 is the no-effect control and ±100 the full control effect
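Whole-lifecycle infectious HCVcc-Cre system; cells 1,000/well, compound then virus (~0.5 moi) added 4 h after plating, 44 h culture. Luciferase read 15 sec following 15 min substrate incubation, room temp.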
Giardia FBPA inh – inhibitors of Giardia lamblia fructose-1,6-bisphosphate aldolase; 290,000 tested, 0.71% active; purified Giardia FBPA; AID 2451; A8B2U2; Potency, µM (doses to about 59.6 µM), for the others: at the top dose activity, negative = inhibition, actives largely listed as inhibitors; further: potency means the concentration at half of the fitted maximal effect; on the % scale 0 is the no-effect control and ±100 the full control effect; nearly all actives have a fitted effect of over 55% in size
Target sequence (A8B2U2 whole entry, looked up): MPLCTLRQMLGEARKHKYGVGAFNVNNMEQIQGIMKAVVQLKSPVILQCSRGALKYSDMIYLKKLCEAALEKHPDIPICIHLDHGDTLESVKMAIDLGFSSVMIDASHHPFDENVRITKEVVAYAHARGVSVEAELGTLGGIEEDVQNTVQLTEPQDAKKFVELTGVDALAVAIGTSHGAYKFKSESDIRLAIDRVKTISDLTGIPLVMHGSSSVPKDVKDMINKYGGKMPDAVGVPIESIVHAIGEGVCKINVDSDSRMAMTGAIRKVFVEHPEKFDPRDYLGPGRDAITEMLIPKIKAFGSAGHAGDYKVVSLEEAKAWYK
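Giardia FBPA (40 nM reagent) was preincubated 10 min at RT with compound (up to 57.5 uM final), then substrate plus GAPDH/TPI/NAD/arsenate coupling system with diaphorase/resazurin was added; resorufin fluorescence (525/598 nm) was read after 20 min.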
Pf growth 96h – P. falciparum growth inhibition at 96 hour, primary screen for plastid delayed-death inhibitors. 320,000 tested, 6.9% active. P. falciparum luciferase reporter growth, 96 h. Potency, µM (doses to about 28.7 µM), inactives show at the top dose activity change, negative = inhibition, most hits filed as inhibitors; further: potency means the concentration at half of the fitted maximal effect; on the % scale 0 is the no-effect control and ±100 the full control effect
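Two-generation exposure (96 h) targets delayed-death phenotype. Reporter parasites carrying integrated firefly luciferase, in red cells at 2% hematocrit and 0.05% parasitemia final, kept at 37 C, 5% CO2; luminescence loss indicates inhibition.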
Pf growth 48h – P. falciparum growth inhibition at 48 hours (one generation); AID 504832; Potency, µM (top dose mostly 28.7 µM), for inactives: at the highest dose activity change, negative = inhibition, actives largely listed as inhibitors; P. falciparum luciferase growth in erythrocytes, 48 h; 310,000 tested, 5.9% active; further: potency means the concentration at half of the fitted maximal effect; on the % scale 0 is the no-effect control and ±100 the full control effect
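Luminescence readout; reporter = integrated firefly luciferase in P. falciparum. RBC culture at 2% hematocrit, 0.1% parasitemia final, 37 C/5% CO2; decreased signal taken as growth inhibition.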
Shiga inhibitor – blocks Shiga toxin action in Vero cells | Vero cells, Shiga toxin protein synthesis inhibition reporter | inhibition, % at 38.7 µM | 290,000 tested, 9.2% active | AID 2315; in the data active means inhibition mostly above about 28%, no sharp cut-off; inactive means mostly below about 43%; further: 0% is about no effect
Starred values were filed as active, the others as inactive; ? = inconclusive; nt = no result given; [ ] = remark or other dose. Unless noted, the call rests on the fitted dose curve; in most records, active means well fitted curve in the direction sought with a large enough effect; inconclusive means small, poorly fitted or top-dose-only effect, or another doubt; inactive means no such curve, though single readings can be large; an effect the other way counts as inactive or inconclusive. The order is random; any-hit rate near 24%.

No.	molecule	Cycloheximide cs	HCV inhibitor	Giardia FBPA inh
1	NC(=O)c1sc2nc3c(c(-c4ccco4)c2c1N)CCCC3	-3	-27%	4%
2	Cc1ccc(-n2nnc(-c3cccnc3Cl)n2)cc1	47*	?	6%
3	CC(C)CC(=O)Nc1ccc(C(=O)COC(=O)Cc2n[nH]c(=O)c3ccccc23)cc1	nt	-13%	nt
4	O=c1[nH]cnc2c1nc(SCc1ccccc1)n2C1OC(CO)C(O)C1O (stereo unspecified)	0	14%	0%
5	CCN(CC)c1ccc(NC(=O)CNCc2ccccc2Cl)c(C)c1	12	-29%	?
6	CC(C)(C)c1ccc(OCCON2C(=O)CCC2=O)c(Cl)c1	39*	13%	3%
7	CCn1c2ccccc2c2nnc(SCC(=O)c3ccccc3)nc21	-2	?	-3%
8	CCCCS(=O)(=O)N1CCCC(C(=O)Oc2ccccc2OC)C1 (stereo unspecified)	2	-5%	2%
9	CCN(CC)S(=O)(=O)c1cccc(-c2cn3cccnc3n2)c1	-1	11%	3%
10	CCN1CCSc2ccc(C(=O)NCc3ccccc3C)cc21	-2	-20%	-8%
11	COC(=O)c1ccc(Cl)c(-c2ccc(/C=N/NC(=O)Nc3ccccc3)o2)c1	-10	10%	0%
12	CCC(C)NS(=O)(=O)c1ccc(N)cc1 (stereo unspecified)	-2	15%	2%
13	COc1ccc(OC)c(C2=NS(=O)(=O)N(C)C(C(=O)N3CCC4(CC3)OCCO4)=C2)c1	-3	-15%	7%
14	Oc1oc(-c2ccccc2)nc1C=Nc1cccc2ccccc12	20*	18%	-20%
15	COc1ccc(CCNC(=O)c2cc(Cl)nc3ccccc23)cc1	-4	-5%	nt

No.	Pf growth 96h	Pf growth 48h	Shiga inhibitor
1	47%[activator]	19%	-15
2	179%[activator]	143%[activator]	87*
3	-3%	?	nt
4	?	2%	-1
5	?	2%[0.00184 µM]	35
6	-21%	nt	63*
7	3%	-10%	0
8	131%[activator]	-7%	-8
9	15µM*	4.1µM*	-5
10	?	-10%	7
11	?	nt	-7
12	-11%	4%	-6
13	13%	-7%	-4
14	1%	-15%	26
15	?	?	-21

Next section
No.	molecule	Cycloheximide cs	HCV inhibitor	Giardia FBPA inh
16	O=C(CSc1nnc(-c2ccco2)n1-c1ccccc1Cl)Nc1cccc(C(=O)O)c1	-3	19%	17%
17	O=C(NCc1ccccc1)c1cccc(S(=O)(=O)N2CCCCC2)c1	-2	-15%	4%
18	OCC1CCCN(C(=S)Nc2ccc(OC(F)F)cc2)C1 (stereo unspecified)	26*	0%	0%
19	CC(C)C(=O)Nc1cccc(C(=O)Nc2nncs2)c1	1	7%	20%
20	CN1[C@@H]2CC[C@H]1CC(OC(=O)C1C=Nc3ccccc31)C2 (stereo partly specified)	-8	6%[8.37 µM]	-8%
21	O=C(CSCC(=O)Nc1nc(-c2ccc3c(c2)OCO3)cs1)Nc1nccs1	-2	-29%	-7%
22	Cc1ccc2oc(C(=O)NCc3ncc(C)[nH]3)c(C)c2c1	11	-8%	nt
23	C#CCOCCOCCOCCNc1nc(N2CCN(C(=O)[C@H](Cc3ccc(O)cc3)n3cc([C@@H](N)C(C)CC)nn3)CC2)nc(N2CCN(C(=O)[C@H](Cc3cc4ccccc4[nH]3)n3cc([C@@H](N)CC(C)C)nn3)CC2)n1 (stereo partly specified)	-3	-10%	-9%
24	COc1cccc(C2C(C(C)=O)=C(O)C(=O)N2CCNCCO)c1 (stereo unspecified)	-1	nt	-4%
25	CCN(CC(=O)Nc1ccc(NC(C)=O)cc1)C(=O)c1ccc(=O)n(C)n1	nt	15%	nt
26	O=C(c1ccoc1)N1CCC2(CC1)Oc1ccc(Cl)cc1C(=O)C21CC(c2cccnc2)=NO1 (stereo unspecified)	-3	9%	-6%
27	COc1ccc(OC)c(CNS(=O)(=O)c2cn(C)cn2)c1	8	13%	nt
28	COc1ccc(C2CC(C(F)(F)F)n3nc(CO)c(Cl)c3N2)cc1OC (stereo unspecified)	-4	-8%	3%
29	CCCCOCCCNc1ncnc2c1[nH]c1ccccc12	-3	8.9µM*	-4%
30	COc1ccc(CC(NC(C)=O)C(=O)NC2CCN(C(=O)C3CC3)CC2)cc1OC (stereo unspecified)	-7	2%	-1%

No.	Pf growth 96h	Pf growth 48h	Shiga inhibitor
16	8%	17%	4
17	26%	11%	-5
18	66%[activator]	62%[activator]	63*
19	15%	5%	21
20	13µM*	?	1
21	-30%	?	6
22	5%	-10%	-7
23	?	2.9µM*	-14
24	?	16%	-20
25	7%	-4%	nt
26	?	?	-8
27	4%	14%	17
28	7.4µM*	1%	-12
29	nt	7.4µM*	-6
30	21%	14%	-4

Reformatted in transposed form: 2 of the compounds above.
20: CN1[C@@H]2CC[C@H]1CC(OC(=O)C1C=Nc3ccccc31)C2 (stereo partly specified)
21: O=C(CSCC(=O)Nc1nc(-c2ccc3c(c2)OCO3)cs1)Nc1nccs1

assay / compound	20	21
Cycloheximide cs	-8	-2
HCV inhibitor	6%[8.37 µM]	-29%
Giardia FBPA inh	-8%	-7%
Pf growth 96h	13µM*	-30%
Pf growth 48h	?	?
Shiga inhibitor	1	6

More compounds follow.
No.	molecule	Cycloheximide cs	HCV inhibitor	Giardia FBPA inh
31	CC1CC2(CCCC2)N(C(=O)c2ccccc2)Cc2ccccc21 (stereo unspecified)	-1	-2%	3%
32	COc1ccc(CNC(=O)CSCc2cccc(Cl)c2)cc1	-3	-3%	2%
33	O=C(c1ccc(Nc2cccc(C(F)(F)F)c2)nc1)N1CCCC1	9	-14%	4%
34	Cc1ccccc1OCC(=O)Nc1cccc(S(=O)(=O)NC2=NCCC2)c1	nt	?	nt
35	Cc1ccc(-n2c(O)c(C=Nc3ccc(S(=O)(=O)Nc4ncccn4)cc3)c3ccccc3c2=O)cc1C	10	20%	0%
36	O=C(Cn1nc(-c2ccccc2)ccc1=O)NCc1ccc2c(c1)OCO2	-2	-10%	-2%
37	Cn1c(NCc2ccc(Cl)cc2)nc2ccccc21	38*	?	-2%
38	O=C(CO/N=C/c1c(Cl)cccc1Cl)NNC(=O)c1cccc(Cl)c1	1	2%	3%
39	O=c1n(Cc2ccccc2F)c2ccccc2n1Cc1ccccc1F	8	0%	-1%
40	COc1ccccc1CCNC(=O)CNC(=O)c1ccc2ccccc2c1	-2	-6%	10%
41	Cc1ccc(N2C(=O)NC(NS(=O)(=O)c3ccccc3)(C(F)(F)F)C2=O)cc1 (stereo unspecified)	-3	26%	8%
42	O=C(CCS(=O)(=O)c1ccc2c(c1)NC(=O)CS2)NCc1cccs1	-5	2%	-13%
43	Oc1ccc(/C(Cc2ccc3ccccc3n2)=N\Nc2ccccc2)c(O)c1	34*	?	?
44	O=C(O)CCC(=O)N1CCN(c2nc(-c3ccccc3)c3ccccc3n2)CC1	-4	4%	6%
45	Cc1c(O[C@@H]2O[C@H](CO)[C@@H](O)[C@H](O)[C@H]2O)ccc2c1oc(=O)c1ccccc12	15*	?	9%

No.	Pf growth 96h	Pf growth 48h	Shiga inhibitor
31	?	-2%	-2
32	75%[activator]	-10%	5
33	17µM*	?	19
34	28%	42%[activator]	nt
35	38%[activator]	?	18
36	1.3µM*	5%	-12
37	1%	266%[activator]	56*
38	21%	-4%	13
39	?	?	4
40	22%	0%	35
41	11%	9%	-3
42	?	-2%	19
43	?	?	69*
44	11%	-9%	5
45	-13%	-11%[0.00184 µM]	48

Further structures.
No.	molecule	Cycloheximide cs	HCV inhibitor	Giardia FBPA inh
46	COc1ccc(C(=O)/C=C/Nc2ccc(C)cn2)cc1OC	38*	?	0%
47	O=C(Nc1cccc(F)c1)c1ccc(-c2ccccc2C(F)(F)F)o1	31*	2%[8.37 µM]	-5%
48	COc1ccc(NC(=O)CCCSc2ccccc2)cc1	24*	14%	16%
49	O=C(COC(=O)C1CC(=O)N(C2CCCCC2)C1)c1ccc(F)cc1 (stereo unspecified)	-1	9%	1%
50	COc1ccc(Cn2c(O)c(C=NCCN3CCOCC3)c(=O)[nH]c2=O)cc1	-5	15%	3%
51	N#CCCN1CCN(C(=S)c2ccc(-c3cccc(Cl)c3)o2)CC1	45*	-3%	-19%
52	Cn1c(Sc2ccc(Cl)cc2)c(C=O)c2ccccc21	3	10µM*	22%
53	CC(=O)NNS(=O)(=O)c1ccc(-c2cc(C(F)(F)F)n(C)n2)s1	1	2%	-2%
54	Cc1cc(NS(=O)(=O)c2ccc(NC(=O)CCCOc3cccc(C)c3C)cc2)no1	-3	17%	nt
55	O=c1[nH]c2cc3c(cc2cc1CN(CCc1ccccc1)Cc1nnnn1CC1CCCO1)OCO3 (stereo unspecified)	2	3%	?
56	Cn1c(N)c(C(=O)COC(=O)C(Cc2ccccc2)NC(=O)c2ccccc2)c(=O)n(C)c1=O (stereo unspecified)	-1	-1%	7%
57	COC(=O)/C(=C\c1c[nH]c2ccccc12)NC(C)=O	1	3%	-4%
58	Cc1c(C(=O)OCC(=O)c2c(N)n(CC(C)C)c(=O)n(C)c2=O)oc2ccccc12	-3	?	-6%
59	CC1(C)CC(C#N)(N2CCOCC2)CCO1 (stereo unspecified)	-1	-4%	-15%
60	CCCOC(=O)c1ccc(NC(=O)c2nc3nc(C)cc(C)n3n2)cc1	12	-11%	12%

No.	Pf growth 96h	Pf growth 48h	Shiga inhibitor
46	24%	281%[activator]	75*
47	15µM*	?	50*
48	75%[activator]	58%	28
49	-15%	33%[activator]	10
50	115%[activator]	21%	-17
51	nt	-2%	103*
52	?	12µM*	9
53	-14%	1%	12
54	-2%	-19%	-7
55	?	nt	26
56	?	?	-7
57	70%[activator]	?	23
58	-100%	?	7
59	nt	21%	12
60	?	?	18

Additional structures follow.
No.	molecule	Cycloheximide cs	HCV inhibitor	Giardia FBPA inh
61	CC(C)(C)c1ccc(/C=C/C(=O)N2CCc3ccccc3C2)cc1	-1	-11%	-27%
62	CC1(C)NC(=O)N(CNc2cc(Cl)ccc2Cl)C1=O	-3	10%	8%
63	CS(=O)(=O)N1CCC(C(=O)Nc2cccc(Cl)c2Cl)CC1	-4	-2%	7%
64	CC(=O)Nc1ccc(OC(=O)C(CCS(C)(=O)=O)N2C(=O)c3ccccc3C2=O)cc1 (stereo unspecified)	-3	9%	3%
65	CCOCc1nnc(NC(C)=O)s1	-3	-6%	4%
66	COc1ccc(/C=C/C(=O)Nc2ccc(S(=O)(=O)N3CCOCC3)cc2)c(OC)c1	nt	10µM*	nt
67	COc1ccccc1NC(=O)N(C1CCCC1)C1CCN(C(C)=O)CC1	-1	14%	0%
68	Cc1cccc2cc(CN(Cc3ccc(F)cc3)C(=O)C(F)(F)F)c3nnnn3c12	-2	4%	3%
69	Cc1nc(-c2ccccc2)cn(O)c1=O	-4	21%	?

No.	Pf growth 96h	Pf growth 48h	Shiga inhibitor
61	0.74µM*	0.93µM*	-7
62	-6%	19%	-8
63	?	2%	-3
64	?	-1%	30
65	46%[activator]	51%[activator]	-12
66	9.3µM*	9.3µM*	nt
67	?	2%	-8
68	-79%	?	-4
69	24%	?	-3

Three entries from above, bar-delimited.
cpd | canonical_smiles | Cycloheximide cs | HCV inhibitor | Giardia FBPA inh | Pf growth 96h | Pf growth 48h | Shiga inhibitor
62 | CC1(C)NC(=O)N(CNc2cc(Cl)ccc2Cl)C1=O | -3 | 10% | 8% | -6% | 19% | -8
63 | CS(=O)(=O)N1CCC(C(=O)Nc2cccc(Cl)c2Cl)CC1 | -4 | -2% | 7% | ? | 2% | -3
64 | CC(=O)Nc1ccc(OC(=O)C(CCS(C)(=O)=O)N2C(=O)c3ccccc3C2=O)cc1 (stereo unspecified) | -3 | 9% | 3% | ? | -1% | 30
